TRHR ag = activates the human TRH receptor | activation, % at 2 µM | hit rate 0.18% among 360,000 | TRHR cells, calcium flux fluo-8, FDSS agonist mode | P34981 | AID 493084; in the data active = activation above about 30%; note: 0% is about no effect
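In this calcium-flux screen, cells bearing human TRHR are dye-loaded with fluo-8, baselined for 10 cycles, then exposed to library compounds; positive kinetic calcium responses during the agonist phase mark hits, with TRH as control.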
TRHR PAM = allosterically enhances the human TRH receptor. P34981. TRHR cells, fluo-8 calcium fluorescence, EC20 TRH enhancement. enhancement, % at 2 µM. hit rate 0.66% among 360,000. AID 493056; in the data active = enhancement above about 30%; note: 0% is about no effect
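TRHR-expressing cells loaded with fluo-8 calcium dye were read kinetically (ex 480/em 530) during compound addition, then stimulated with an EC20 of TRH (10 nM final). Enhancement of the Gq-mediated intracellular calcium response was scored.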
IDH1 R132H inh = inhibitors of human mutant IDH1 R132H. Potency, µM (titrated, usually from 76.6 µM), for the others: top-dose activity change, negative = inhibition, usual class: inhibitors. AID 602179. hit rate 0.093% among 390,000. O75874. IDH1-R132H enzyme, NADPH consumption, diaphorase/resazurin fluorescence; note: potency is the fitted concentration of half-maximal effect; % is set by controls: 0 for no effect and ±100 for the full control effect; nearly all actives have a fitted effect of over 65% in size
Target sequence (O75874 whole entry R132H, stated change not applied): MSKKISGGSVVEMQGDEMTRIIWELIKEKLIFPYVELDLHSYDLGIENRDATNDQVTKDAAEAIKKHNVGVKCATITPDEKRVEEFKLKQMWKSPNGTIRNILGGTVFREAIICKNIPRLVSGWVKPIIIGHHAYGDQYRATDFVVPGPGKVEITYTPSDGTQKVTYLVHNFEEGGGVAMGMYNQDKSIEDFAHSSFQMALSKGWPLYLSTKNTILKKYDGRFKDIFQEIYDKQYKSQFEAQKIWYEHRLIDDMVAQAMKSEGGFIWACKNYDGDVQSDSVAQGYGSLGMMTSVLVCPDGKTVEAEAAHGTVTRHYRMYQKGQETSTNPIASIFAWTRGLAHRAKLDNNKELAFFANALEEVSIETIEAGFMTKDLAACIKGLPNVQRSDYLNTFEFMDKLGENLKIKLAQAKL
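IDH1-R132H (0.5 ug/mL) preincubated 30 min with compound, then NADPH (0.016 mM) and alpha-KG (2 mM) added; 80 min at RT, pH 7.5. Remaining NADPH coupled via diaphorase/resazurin to fluorescence (540/590 nm); concentration-response curves normalized to no-enzyme control.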
D2 agonist = agonists of human D2 dopamine receptor; AID 485358; activation, % at 2 µM; HEK293 T-REx D2 cells, calcium flux agonist mode; hit rate 0.53% among 340,000; P14416;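 active = activation over 3 SD above normal in the single-dose calcium agonist read, cut at about 30% in these data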; note: 0% is about no effect
Target sequence (P14416 whole entry, looked up): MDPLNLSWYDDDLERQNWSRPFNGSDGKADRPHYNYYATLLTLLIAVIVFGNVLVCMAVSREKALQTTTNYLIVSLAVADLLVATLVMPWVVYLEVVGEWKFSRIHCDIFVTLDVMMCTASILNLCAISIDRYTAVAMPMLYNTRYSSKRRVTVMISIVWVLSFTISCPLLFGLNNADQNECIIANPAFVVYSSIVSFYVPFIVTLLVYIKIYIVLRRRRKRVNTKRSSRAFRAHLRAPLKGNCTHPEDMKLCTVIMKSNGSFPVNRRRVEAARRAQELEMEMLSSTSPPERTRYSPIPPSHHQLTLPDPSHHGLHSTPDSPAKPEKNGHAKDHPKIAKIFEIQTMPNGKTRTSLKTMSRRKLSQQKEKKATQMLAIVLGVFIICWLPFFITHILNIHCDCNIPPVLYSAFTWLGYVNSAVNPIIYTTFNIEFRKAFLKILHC
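Tetracycline-induced HEK293 Trex cells with D2 receptor force-coupled to calcium signaling, plated overnight at 30 C and loaded with no-wash calcium dye. Calcium flux read kinetically for 180 s after compound addition; responses flag agonists.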
USP1 inh = inhibitors of human USP1/UAF1 deubiquitinase | hit rate 0.23% among 390,000 | recombinant USP1/UAF1, Ub-Rhodamine cleavage fluorescence | Potency, µM (series often up to 57.1 µM), for the others: at the highest dose activity change, negative = inhibition, usual class: inhibitors | AID 743255; note: potency is the fitted concentration of half-maximal effect; % is set by controls: 0 for no effect and ±100 for the full control effect; nearly all actives have a fitted effect of over 60% in size; inactives centre near -12
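High-throughput fluorogenic screen: 1nM USP1/UAF1 complex, Ub-Rho substrate 150nM final, 50mM HEPES pH 7.8 with 0.5mM EDTA, 0.1 mg/ml BSA, 1mM TCEP and 0.01% Tween-20.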
D2 antag = antagonists of human D2 dopamine receptor | hit rate 2% among 340,000 | HEK293 TREx D2 cells, calcium flux, dopamine EC80 | P14416 | inhibition, % at 10 µM; in the data active = inhibition above about 30%; note: 0% is about no effect
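Measurement of antagonist activity uses fluorescent calcium dye in inducible HEK293 T-REx D2 cells: 10 s baseline, compound addition with 180 s read, EC80 dopamine addition with a further 180 s read.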
TrxR1 substrate = is turned over as a substrate by rat TrxR1 | O89049 | purified TrxR1 substrate turnover, NADPH consumption readout | Potency, µM (highest dose often 114 µM), inactives show at the highest dose activity change, negative = substrate turnover | hit rate 0.01% among 390,000; note: potency is the fitted concentration of half-maximal effect; % is set by controls: 0 for no effect and ±100 for the full control effect; nearly all actives have a fitted effect of over 50% in size
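Rat TrxR1, dispensed at 90 nM, was prereduced with 400 uM NADPH (final) for 5 min at ~22 deg C, then incubated with compound 15 min before 400 uM selenite. A first-read NADPH fluorescence drop versus no-compound background flagged substrates.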
TrxR1 inh = inhibitors of rat thioredoxin reductase 1; recombinant rTrxR1, NADPH fluorescence consumption, selenite substrate; Potency, µM (series often up to 114 µM), for inactives: at the highest dose activity change, negative = inhibition, usual class: inhibitors; AID 588453; hit rate 1% among 390,000; note: potency is the fitted concentration of half-maximal effect; % is set by controls: 0 for no effect and ±100 for the full control effect; nearly all actives have a fitted effect of over 65% in size
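Rat TrxR1 (90 nM in the dispensed reagent) was pre-reduced with 400 uM NADPH for 5 min at room temperature, then incubated with compound for 15 min. After 400 uM selenite was added, NADPH fluorescence (Ex 340/Em 450 nm) was followed for 8 min.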
Pin1 inhibitor = inhibitors of human Pin1; Pin1 FP peptide displacement, HiFluor488, 10 min; hit rate 0.009% among 390,000; Potency, µM (titrated, usually from 115 µM), inactives show at the highest dose activity, negative = inhibition, most hits filed as inhibitors; Q13526; active = well fitted inhibition curve with a large enough effect in the polarisation, with a control signal flat, not every such curve was filed as active; inconclusive = small, poorly fitted or top-dose-only effect, or effect the other way, or a change in a side signal; inactive = no such curve, though single readings can be large or run the other way; the % refers to the polarisation; note: potency is the fitted concentration of half-maximal effect; % is set by controls: 0 for no effect and ±100 for the full control effect
Target sequence (Q13526 whole entry, looked up): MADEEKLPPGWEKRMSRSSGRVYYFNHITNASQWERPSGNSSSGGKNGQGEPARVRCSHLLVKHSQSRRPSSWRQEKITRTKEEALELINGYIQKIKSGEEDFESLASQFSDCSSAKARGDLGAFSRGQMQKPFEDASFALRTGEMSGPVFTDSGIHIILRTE
* marks the source's active call; other numbers are inactive results; ? = inconclusive; . = no result given; & = joins results of further samples; [ ] = another dose, or the depositor's remark. Unless noted, calls come from the whole dose curve; as a rule, active = well fitted inhibition curve with a large enough effect; inconclusive = small, poorly fitted or top-dose-only effect; inactive = no such curve, though single readings can be large or run the other way. An excerpt; rates above refer to the full screens.

molecule | TRHR ag | TRHR PAM | IDH1 R132H inh | D2 agonist | USP1 inh | D2 antag | TrxR1 substrate | TrxR1 inh | Pin1 inhibitor
O=C(COC(=O)c1ccc(Br)o1)NC1CCCc2ccccc21 (stereo unspecified) | -1.0 | 8 | 7% | -1.2 | -9% | 15 | 8% | 38%[activator] | 3%
C=CCNC(=S)N(CC)c1cccc2ccccc12 | -1.0 | 17 | -1% | -1.0 | -19% | 15 | 9%[57.1 µM] | 13%[11.4 µM] | -1%
COc1ccc(-c2csc(C3=C(O)CN(CCCN4CCCC4=O)C3=N)n2)cc1OC | -0.7 | -4 | -3% | 2.8 | -7% | 5 | -5% | -10%[57.1 µM] | 7%
CCN(CC)c1ccc(-n2c(C)c(C(C)=O)c(C(C)=O)c2C)cc1 | -0.6 | -4 | 8% | 0.0 | -20% | -6 | 1% | 8% | 2%
COc1cc(C(=O)NCCOc2cccc(C)c2)c(Br)c(OC)c1OC | 0.1 | 2 | 2% | -0.4 | -25% | 15 | -9% | -4% | 1%
CCc1ccccc1NC(=O)c1ccc2[nH]c(C)c(C)c2c1 | -1.0 | 4 | 20% | 3.7 | -27% | . | 9%[57.1 µM] | 26%[57.1 µM] | -1%
CCOc1ccc(C(=O)NCC2CCCO2)cc1 (stereo unspecified) | -0.2 | 21 | -1% | -0.1 | 6% | -1 | 5%[57.1 µM] | -1% | 3%
O=C(N/N=C/c1ccccc1C(=O)O)c1ccncc1 | 0.2 | 0 | 2% | 1.5 | -10% | -11 | -4% | 2% | 0%
Brc1ccc(-c2nnc(SCCC3OCCCO3)o2)cc1 | -0.2 | -7 | 0% | 0.1 | -13% | 9 | 1% | 9% | 5%
COc1cc(SC)ccc1C(=O)Nc1ccc(Cl)cn1 | 0.7 | -10 | 15% | 0.5 | -5% | -7 | 14% | 32%[57.1 µM] | 7%
C=CCn1c(N2CCN(c3ccc(OC)cc3)CC2)nc2c1c(=O)n(C)c(=O)n2C | -0.4 | 2 | 1% | -0.6 | -12% | 0 | 0% | 14%[57.1 µM] | -2%
COc1ccc(OC)c(S(=O)(=O)NCC(c2ccc(F)cc2)N2CCN(C)CC2)c1 (stereo unspecified) | 0.3 | -1 | 16% | -0.3 | -11% | 21 | 3%[57.1 µM] | 9%[57.1 µM] | -10%
N#Cc1c(-c2ccccc2)ccn(Cc2ccccc2Cl)c1=O | 0.0 | -5 | 3% | 1.5 | -6% | -2 | -2% | -5% | 3%
Clc1ccc(Cn2nnc(-c3ccccc3)n2)cc1 | 0.4 | -3 | 3% | 0.8 | -12% | 8 | 7%[57.1 µM] | 5%[57.1 µM] | 1%
CC(=O)Nc1ccc(Oc2cc(C#N)c(C#N)cc2N2CCCCCC2)cc1 | -0.7 | 25 | -3% | -0.8 | -19% | -3 | 10%[57.1 µM] | 16%[57.1 µM] | 15%
CC(C)(C)c1ccc(C(=O)NC(=O)COC(=O)c2ccco2)cc1 | 0.6 | 5 | -13% | -0.2 | -22% | -3 | 5% | 19% | 0%
CCOc1ccc(C(CC(=O)O)NS(=O)(=O)c2ccc(C)cc2)cc1OC (stereo unspecified) | 1.0 | -2 | 4% | -1.6 | -21% | 8 | 1% | -22% | ?
Cc1cc(NC(=O)c2ccc(COc3ccccc3Cl)o2)no1 | -3.1 | 0 | 9% | -0.8 | -14% | -1 | -6% | 13% | 30%[activator]
Cc1cccc(OC(C)C(=O)NCc2ccc(S(N)(=O)=O)cc2)c1 (stereo unspecified) | 0.1 | 2 | 0% | 1.9 | -6% | 2 | -12% | -6% | 4%
O=C(O)c1ccccc1CSc1nnc2c(n1)[nH]c1ccccc12 | 0.4 | -6 | 7% | 0.1 | -17% | 2 | -2% | 3% | 7%
CCOC(=O)c1csc(-n2nc(C)cc2C(F)(F)F)n1 | -0.9 | 2 | 4% | -0.8 | -17% | 2 | -8% | 5% | -5%
O=C(Cc1cccs1)NC1(C(=O)NC2CCCC2)CCCCC1 | 0.1 | -3 | 5% | 1.1 | -14% | 17 | 4% | 10% | -7%
O=S(=O)(c1cccc2cccnc12)N1CCN(Cc2ccccc2)CC1 | 0.1 | -7 | 3% | -0.2 | -20% | -10 | 9%[57.1 µM] | 29%[57.1 µM] | -1%
O=S(=O)(c1cccc2cccnc12)n1cnc2ccccc21 | -0.1 | -7 | -2% | 0.2 | -7% | -2 | 19%[57.1 µM] | 3%[57.1 µM] | 1%
CC(C)(C)OC(=O)C[C@@H]1C/C=C\C[C@@H](CC(=O)N(CCO)Cc2ccccc2)C(=O)N[C@H](C(C)(C)C)COC1=O | . | . | -7% | . | -25% | . | 7% | 21% | -4%
O=C(CSc1nnnn1-c1cccc2ccccc12)Nc1ccc(N2CCOCC2)c(Cl)c1 | -0.1 | 6 | -4% | -0.1 | -12% | -13 | 5% | 12% | 4%
Cc1c2c(n3c(nc4ccccc43)c1C#N)N(CCN1CCOCC1)CC2 | 2.7 | -4 | 10% | -2.2 | -13% | -39 | 136%[activator][57.1 µM] | 72%[activator][57.1 µM] | -5%
CC(=O)c1cc2c(cc1NS(=O)(=O)c1ccc3c(c1)OCCO3)OCO2 | 0.2 | 4 | -4% | 0.2 | -14% | -5 | 8% | 29% | 0%
CC(Sc1nnnn1C1CCCCC1)C(=O)O (stereo unspecified) | -0.3 | -5 | 0% | 0.4 | -3% | 13 | 7%[57.1 µM] | 7%[57.1 µM] | -1%
COc1cc2nc(Nc3cccc(F)c3)nc(N)c2cc1OC | 0.0&-0.1 | 2&8 | 0%&-3% | 0.2&-1.2 | -10%&-17% | 8 | 19%[57.1 µM] | 23%[57.1 µM] | 0%&8%

In another format: entries from further up.
Values run as follows: TRHR ag, TRHR PAM, IDH1 R132H inh, D2 agonist, USP1 inh, D2 antag, TrxR1 substrate, TrxR1 inh, Pin1 inhibitor
CC(C)(C)c1ccc(C(=O)NC(=O)COC(=O)c2ccco2)cc1
    0.6, 5, -13%, -0.2, -22%, -3, 5%, 19%, 0%
CCOc1ccc(C(CC(=O)O)NS(=O)(=O)c2ccc(C)cc2)cc1OC (stereo unspecified)
    1.0, -2, 4%, -1.6, -21%, 8, 1%, -22%, ?
Cc1cc(NC(=O)c2ccc(COc3ccccc3Cl)o2)no1
    -3.1, 0, 9%, -0.8, -14%, -1, -6%, 13%, 30%[activator]
Cc1cccc(OC(C)C(=O)NCc2ccc(S(N)(=O)=O)cc2)c1 (stereo unspecified)
    0.1, 2, 0%, 1.9, -6%, 2, -12%, -6%, 4%
O=C(O)c1ccccc1CSc1nnc2c(n1)[nH]c1ccccc12
    0.4, -6, 7%, 0.1, -17%, 2, -2%, 3%, 7%
CCOC(=O)c1csc(-n2nc(C)cc2C(F)(F)F)n1
    -0.9, 2, 4%, -0.8, -17%, 2, -8%, 5%, -5%
O=C(Cc1cccs1)NC1(C(=O)NC2CCCC2)CCCCC1
    0.1, -3, 5%, 1.1, -14%, 17, 4%, 10%, -7%
O=S(=O)(c1cccc2cccnc12)N1CCN(Cc2ccccc2)CC1
    0.1, -7, 3%, -0.2, -20%, -10, 9%[57.1 µM], 29%[57.1 µM], -1%
O=S(=O)(c1cccc2cccnc12)n1cnc2ccccc21
    -0.1, -7, -2%, 0.2, -7%, -2, 19%[57.1 µM], 3%[57.1 µM], 1%
CC(C)(C)OC(=O)C[C@@H]1C/C=C\C[C@@H](CC(=O)N(CCO)Cc2ccccc2)C(=O)N[C@H](C(C)(C)C)COC1=O
    ., ., -7%, ., -25%, ., 7%, 21%, -4%
O=C(CSc1nnnn1-c1cccc2ccccc12)Nc1ccc(N2CCOCC2)c(Cl)c1
    -0.1, 6, -4%, -0.1, -12%, -13, 5%, 12%, 4%
Cc1c2c(n3c(nc4ccccc43)c1C#N)N(CCN1CCOCC1)CC2
    2.7, -4, 10%, -2.2, -13%, -39, 136%[activator][57.1 µM], 72%[activator][57.1 µM], -5%

Following part
molecule | TRHR ag | TRHR PAM | IDH1 R132H inh | D2 agonist | USP1 inh | D2 antag | TrxR1 substrate | TrxR1 inh | Pin1 inhibitor
CCCCNC(=O)NS(=O)(=O)c1ccc(C)cc1 | -0.7 | -7 | 9% | 0.6 | -26% | 33* | 6%[57.1 µM] | 10%[57.1 µM] | 13%
O=C(NCCS(=O)(=O)N1CCN(c2ccccc2)CC1)C1CC(=O)N(c2ccccc2)C1 (stereo unspecified) | -0.3&-0.1 | -5&-4 | -5%&-23% | -0.1&8.8 | ? | -2 | -4% | 4% | -1%&-20%
COC(=O)C1=CN(CCOC23CC4CC(CC(C4)C2)C3)C=C(C(=O)OC)C1c1ccsc1 | 0.5 | -4 | 1% | 1.0 | -21% | -8 | 94%[activator][57.1 µM] | 44%[activator][57.1 µM] | 11%
COc1cccc(NC(=O)C2CCCN2S(=O)(=O)c2ccc3c(c2)n(C)c(=O)c(=O)n3C)c1 (stereo unspecified) | -0.7&0.1 | 8&6 | 7%&-13% | -1.1&-0.2 | ? | -6 | -2%&-1% | 1%&9% | -16%&-1%
COc1ccc(C(C(=O)NC2CCCCC2)N2CCC3(CC2)OCCO3)cc1 (stereo unspecified) | 0.1 | 1 | 2% | 0.3 | 4% | 12 | 1% | 1% | -3%
O=C(COC(=O)/C=C/c1cccc(F)c1)Nc1ccccc1 | 0.0 | -5 | 2% | 0.5 | -14% | 2 | 2% | 7% | -8%
CCOC(=O)c1ccccc1NC(=O)c1c2c(nc3ccccc13)C(=O)N(C1CCCCC1)C2 | 0.0 | -4 | -7% | . | -11% | . | 2%[57.1 µM] | 5%[57.1 µM] | -1%
CN(Cc1ccccc1)C(=O)C(=O)c1cn(CC(=O)N2CCCC2)c2ccccc12 | -0.4 | -1 | -15% | -1.1 | -21% | -19 | -2% | 11% | 0%
COc1ccc(NC(=O)c2cc3c(=O)n(Cc4cccnc4)ccc3nc2C)cc1OC | 0.1 | 18 | 11% | -0.6 | -25% | . | 2%[57.1 µM] | 19%[57.1 µM] | 1%
CCOCCCn1cnc2c(c1=O)c1nc3ccccc3nc1n2-c1ccccc1 | 0.0 | -5 | 4% | -0.1 | 3% | -13 | 28% | 7% | 5%
